# SW480 rereplic: DNA re-replication induction in SW480 cells | Potency, µM (highest dose often 46.1 µM), for inactives: top-dose re-replication activation, hits mostly activators | 340,000 tested, 1.8% active | SW480 DNA re-replication, Hoechst DNA content imaging, 48 h | AID 624297; also: potency is read from the fitted curve at half-maximal effect; % of control where 0% means no effect; nearly all actives have a fitted effect of over 55% in size
#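 First, 250 cells per well were seeded. Next, compound or vehicle (23 nL) was pinned in, plates sat 48 hr at 37 C. Finally Hoechst was added for 40 min before fluorescence scanning.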
# IL1B secr inh: blocks inflammasome-driven IL-1 beta release. THP-1 LPS/ATP IL-1B secretion, AlphaLISA, 16 h; active compounds read low. activity change, % at 57.5 µM. 360,000 tested, 4.7% active. AID 743279; in the data active = activity change below about -50%; inconclusive = mostly about -30% to -49%; also: % is scaled to controls: 0 for no effect and ±100 for the full control effect
#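 Secreted IL-1B measured by AlphaLISA bead assay after 16 h compound exposure of THP-1 cells; compounds (final up to 57.5 uM) added 1 h before LPS (250 ng/mL) and ATP (1.25 mM) stimulation; lower signal means less secretion.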
# HT1080NT lethal: kills 2HG-producing HT-1080-NT fibrosarcoma cells. HT-1080-NT fibrosarcoma viability, CellTiter-Glo ATP luminescence, 48 h. Potency, µM (doses to about 46.1 µM), for the others: top-dose activity, negative = less viability, hits mostly cytotoxic. 360,000 tested, 1.6% active. AID 686970;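 also: NT is the 2HG producing partner of a matched IDH1 knockdown line; potency is read from the fitted curve at half-maximal effect; 0% = DMSO-treated cells and -100% = media-only wells without cells; nearly all actives have a fitted effect of over 55% in size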
#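 Fibrosarcoma NT cells, 750 per well in 5% FBS RPMI, were exposed to compound for 48 hours. Viability: CellTiter-Glo luminescence.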
# KB-3-1 tox: kills parental KB-3-1 adenocarcinoma cells | KB-3-1 viability, CellTiter-Glo ATP luminescence, 72 h | Potency, µM (series often up to 46.1 µM), without a hit: at the top dose activity change, negative = cytotoxic, usual class: cytotoxic | 400,000 tested, 1.4% active | AID 1347075; also: potency is read from the fitted curve at half-maximal effect; % is scaled to controls: 0 for no effect and ±100 for the full control effect; nearly all actives have a fitted effect of over 60% in size
#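 72 h, 37 °C compound treatment of KB-3-1 parental cells; CellTiter-Glo added, 10 min, luminescence read. Data corrected against DMSO-only plates and normalized before curve fitting.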
# HT1080 IDH1KD tx: kills HT-1080 cells with IDH1 knockdown; 360,000 tested, 2% active; HT-1080 IDH1 knockdown viability, ATP luminescence, 48 h; AID 686971; Potency, µM (series often up to 46.1 µM), for inactives: top-dose activity, negative = toxicity, usual class: cytotoxic;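 also: potency is read from the fitted curve at half-maximal effect; 0% = DMSO wells and -100% = cell-free medium wells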
#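 Viability of IDH1-knockdown HT-1080 fibrosarcoma cells was assessed by CellTiter-Glo after 48 h at 37 °C with titrated compound; concentration-effect curves were classified by fit quality and response size.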
# D3 ag: D3 dopamine receptor (human) agonism; P35462; D3R DiscoveRx beta-arrestin cells, luminescence, 90 min; max activation, %; 410,000 tested, 0.58% active; in the data active = max activation above about 30%; also: 0% is about no effect; mostly tested at two doses, the higher about 12 µM
# Target sequence (P35462 whole entry, looked up): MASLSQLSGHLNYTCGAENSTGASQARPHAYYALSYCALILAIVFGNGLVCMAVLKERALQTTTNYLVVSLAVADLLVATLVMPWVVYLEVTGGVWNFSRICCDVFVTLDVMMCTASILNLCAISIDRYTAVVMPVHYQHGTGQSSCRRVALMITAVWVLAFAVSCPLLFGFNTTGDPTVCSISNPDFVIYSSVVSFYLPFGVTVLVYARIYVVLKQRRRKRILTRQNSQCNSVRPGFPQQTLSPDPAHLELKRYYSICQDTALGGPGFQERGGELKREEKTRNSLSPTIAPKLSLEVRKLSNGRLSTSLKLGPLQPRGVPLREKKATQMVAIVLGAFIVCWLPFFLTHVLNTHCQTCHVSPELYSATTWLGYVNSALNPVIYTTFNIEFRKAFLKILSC
#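 Cells at 1500/well, incubated overnight, then treated with pinned compounds (dopamine as control) for 90 min at 37 degrees C. DiscoveRx reagent added for 30 - 60 minutes at room temperature; luminescence read.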
# KB-V1 cytotox: KB-V1 MDR subline cytotoxicity; KB-V1 MDR cells viability, CellTiter-Glo, 72 h; Potency, µM (titrated, usually from 46.1 µM), inactives show at the top dose activity change, negative = cytotoxicity, most hits filed as cytotoxic; 400,000 tested, 3.4% active; also: potency is read from the fitted curve at half-maximal effect; % is scaled to controls: 0 for no effect and ±100 for the full control effect; nearly all actives have a fitted effect of over 60% in size
#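 qHTS viability screen in drug-selected KB-V1 MDR cells: 72 h compound treatment at 37 degrees C, ATP luminescence end point.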
# MCF10A rerep: DNA re-replication induction in MCF 10a cells; AID 624296; Potency, µM (doses to about 46.1 µM), inactives show top-dose activity, positive = re-replication, hits mostly activators; 350,000 tested, 2.9% active; MCF 10A DNA re-replication, Hoechst nuclear intensity, 48 h; also: potency is read from the fitted curve at half-maximal effect; % of control where 0% means no effect; nearly all actives have a fitted effect of over 50% in size
# HEK293 tox: cytotoxic in the GLP-1 receptor inverse agonist counter-screen; HEK293 cAMP-luciferase reporter cells, luminescence, 24 h; Potency, µM (titrated, usually from 38.3 µM), for inactives: top-dose activity change, negative = inhibition, most hits filed as inhibitors; 410,000 tested, 0.13% active; AID 624418;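 also: loss of luciferase light is scored as toxicity; potency is read from the fitted curve at half-maximal effect; % is scaled to controls: 0 for no effect and ±100 for the full control effect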
#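 Here, cytotoxicity is scored as loss of luminescence. The MLSMR collection was tested on cells seeded in medium containing 10% Nu serum, with a 24 hr compound exposure preceded by 12 hours of culture.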
# * hit, by the source's call; u = inconclusive; x = no result given; [ ] = remark or other dose. Unless noted, calls follow the shape of the dose curve; as a rule, active = well fitted curve in the direction sought with a large enough effect; inconclusive = small, poorly fitted or top-dose-only effect, or another doubt; inactive = no such curve, though single readings can be large; an effect the other way counts as inactive or inconclusive.
no.	Structure	SW480 rereplic	IL1B secr inh	HT1080NT lethal	KB-3-1 tox	HT1080 IDH1KD tx
1	CCOc1ccc(NC2=CC(=O)C(=O)c3ccccc32)cc1	13µM*	-54.7*	u	6.51µM*	u
2	CCCCCCC(=O)N(O)C1CC(=O)N(Cc2ccccc2)C1=O (stereo not drawn)	11.0%	-87.5*	u	0.0%	u
3	COc1ccc(N/C(=C2\CCCC2=O)C2CCCCC2)cc1	1.2%	13.2	-9.1%	-9.0%	-18.3%
4	COc1ccccc1OCCSc1nc(-c2ccc(C(C)(C)C)cc2)nc2cc(=O)[nH]n12	x	x	x	-12.1%	x
5	CCCOc1ccc(-c2nc(N3CCN(CC)CC3)c3ccccc3n2)cc1	u	-56.7*	-5.8%	2.3%	1.8%
6	Cc1cc(=O)[nH]c(SCC(=O)Nc2ccc(Br)cc2)n1	19.2%	71.1	1.2%	3.3%	-19.7%
7	CCCCCCCC/C=C\CCCCCCCC(=O)NCCO	-46.1%[inhibitor]	0.0	26.4%	0.0%	18.5%
8	COc1cc(C(=O)NCc2ccco2)c(Br)c(OC)c1OC	-8.4%	4.7	15.0%	-5.6%	3.4%
9	CN1OC[C@@H]2CN(C(=O)CCc3ccccc3)[C@H](c3ccc(N4CCCCC4)cc3)C[C@@H]21	x	-14.8	3.2%	0.0%	12.1%
10	CC(C)CNC(=O)c1cccc(Cn2cc(Cl)cn2)c1	-3.0%	-9.2	14.9%	-3.9%	7.8%
11	CC1Cc2ccccc2N1C(=O)CSc1nc2c(c(=O)n(C)c(=O)n2C)n1Cc1ccc(F)cc1 (stereo not drawn)	-4.2%	-7.0	-4.4%	18.9%	-6.1%
12	COC(=O)c1cc2c(s1)-c1ccc(OC)cc1CC2	0.6%	0.4	4.6%	-1.2%	-0.2%

no.	D3 ag	KB-V1 cytotox	MCF10A rerep	HEK293 tox
1	-9.9	4.11µM*	u	u
2	-1.1	-10.0%	-4.1%	-10.1%
3	3.9	5.5%	-2.1%	-20.1%
4	-26.0	-11.4%	x	-12.3%
5	-2.8	10.4%	26.1%	-27.7%
6	-11.5	11.3%	u	-3.0%
7	-8.7	15.4%	5.3%	0.3%
8	4.2	6.2%	-8.3%	4.3%
9	-4.6	u	x	-8.4%
10	5.4	-14.5%	u	-7.2%
11	-10.4	1.84µM*	0.1%	11.5%
12	6.3	4.3%	12.7%	5.9%

# Next part
no.	Structure	SW480 rereplic	IL1B secr inh	HT1080NT lethal	KB-3-1 tox	HT1080 IDH1KD tx
13	CCc1nn(CC(=O)N2CCN(CC)CC2)c(=O)c2cccn12	-3.2%	u	-0.2%	4.0%	0.3%
14	O=C(Cn1cc2c(n1)CCCC2)NCCCN1CCN(Cc2ccccc2)CC1	0.1%	31.0	-3.3%	-17.9%	1.1%
15	O=c1c2ccccc2c(-c2ccccc2)nn1Cc1c(Cl)cccc1Cl	0.2%	-5.0	-24.9%	-6.6%	-1.3%
16	CSc1ncc(C(=O)NCCCc2ccccc2)c(C)n1	-4.7%	0.0	-1.5%	-1.9%	11.5%
17	CCOc1cc(C2NN=C(c3ccc(C)cc3)S2)ccc1O (stereo not drawn)	-7.3%	-4.9	-4.3%	15.5%	10.5%
18	Cc1cccc(C)c1OCC(O)CNS(=O)(=O)c1ccccc1C(=O)N1CCOCC1 (stereo not drawn)	-3.5%	-11.7	2.8%	1.2%	-2.3%
19	Cc1cc(=O)oc2c(C(=O)c3ccccc3)c(OCC(N)=O)ccc12	9.8%	11.1	-2.0%	-2.3%	17.2%
20	COc1ccccc1C(=O)OCC(=O)NC12CC3CC(CC(C3)C1)C2	3.5%	-13.3	-0.6%	-0.4%	4.3%
21	CCCNC(=O)C1CC(=O)N(c2ccc(OCc3ccc(F)cc3)cc2)C1 (stereo not drawn)	-67.4%[inhibitor]	2.7	-4.2%	0.7%	-18.6%
22	CCN1C(=Nc2ccc(Cl)cc2)SC/C1=C\C(=O)OC	-14.5%	u	8.4%	-4.1%	-5.0%
23	COc1ccc(-c2c(-c3ccsc3)oc3ccc(N4CCOCC4)cc23)cc1	-0.8%	-4.6	13.9%	11.4%	9.4%
24	O=C(NCCCN1CCOCC1)c1cccc(S(=O)(=O)NCc2ccccc2)c1	-0.4%	11.4	-1.5%	11.6%	2.5%

no.	D3 ag	KB-V1 cytotox	MCF10A rerep	HEK293 tox
13	3.1	6.5%	3.8%	-6.4%
14	-3.8	-34.2%	1.9%	-2.9%
15	-14.4	-1.1%	u	4.4%
16	0.5	2.6%	-1.4%	-5.3%
17	10.7	u	18.4µM*	x
18	6.2	-0.3%	4.3%	-13.5%
19	-10.2	1.6%	0.5%	-21.7%
20	-0.5	10.3%	0.3%	11.4%
21	8.8	-20.6%	0.651µM*	-19.8%
22	4.1	-8.6%	-7.0%	-4.3%
23	-2.8	-10.4%	u	0.2%
24	3.1	5.1%	-3.1%	7.2%

# Entries 16 through 22, reprinted for reference:
no.	Structure	SW480 rereplic	IL1B secr inh	HT1080NT lethal	KB-3-1 tox	HT1080 IDH1KD tx
16	CSc1ncc(C(=O)NCCCc2ccccc2)c(C)n1	-4.7%	0.0	-1.5%	-1.9%	11.5%
17	CCOc1cc(C2NN=C(c3ccc(C)cc3)S2)ccc1O (stereo not drawn)	-7.3%	-4.9	-4.3%	15.5%	10.5%
18	Cc1cccc(C)c1OCC(O)CNS(=O)(=O)c1ccccc1C(=O)N1CCOCC1 (stereo not drawn)	-3.5%	-11.7	2.8%	1.2%	-2.3%
19	Cc1cc(=O)oc2c(C(=O)c3ccccc3)c(OCC(N)=O)ccc12	9.8%	11.1	-2.0%	-2.3%	17.2%
20	COc1ccccc1C(=O)OCC(=O)NC12CC3CC(CC(C3)C1)C2	3.5%	-13.3	-0.6%	-0.4%	4.3%
21	CCCNC(=O)C1CC(=O)N(c2ccc(OCc3ccc(F)cc3)cc2)C1 (stereo not drawn)	-67.4%[inhibitor]	2.7	-4.2%	0.7%	-18.6%
22	CCN1C(=Nc2ccc(Cl)cc2)SC/C1=C\C(=O)OC	-14.5%	u	8.4%	-4.1%	-5.0%

no.	D3 ag	KB-V1 cytotox	MCF10A rerep	HEK293 tox
16	0.5	2.6%	-1.4%	-5.3%
17	10.7	u	18.4µM*	x
18	6.2	-0.3%	4.3%	-13.5%
19	-10.2	1.6%	0.5%	-21.7%
20	-0.5	10.3%	0.3%	11.4%
21	8.8	-20.6%	0.651µM*	-19.8%
22	4.1	-8.6%	-7.0%	-4.3%

# (further entries)
no.	Structure	SW480 rereplic	IL1B secr inh	HT1080NT lethal	KB-3-1 tox	HT1080 IDH1KD tx
25	CCCCC(=O)Nc1ccc2c(c1)nc(CCN1CCOCC1)n2C	-0.4%	3.9	-8.4%	5.1%	2.4%
26	O=C1NC(Cc2ccccc2)c2nc3ccc(Cl)cc3c(=O)n2-c2ncccc21 (stereo not drawn)	x	-6.4	-24.5%	-3.5%	-17.0%
27	Cn1cccc1C(=O)Nc1nc(-c2ccccn2)cs1	u	71.4	u	10.3µM*	u
28	COCCNS(=O)(=O)c1cc2[nH]c3c(c2cc1C)C(=O)CC(C)(C)C3	-2.0%	-9.0	0.0%	-0.7%	2.7%
29	CC(OC(=O)c1ccc(NS(=O)(=O)c2ccc3[nH]c(=O)[nH]c3c2)cc1)C(N)=O (stereo not drawn)	0.1%	5.4	8.4%	-10.1%	23.3%
30	CC(C)Cn1cnc2sc3c(c2c1=N)CCCC3	-3.4%	11.7	-8.8%	-28.1%	-6.5%
31	COc1ccc(CC(=O)Nc2nnc(SCc3ccccc3)s2)cc1S(=O)(=O)N1CCOCC1	-0.4%	11.2	-22.5%	-21.3%	-21.1%
32	COc1ccc(C(=O)Nc2nc(-c3ccc(OC)cc3)c(-c3ccc([N+](=O)[O-])cc3)s2)cc1	10.9%	-24.2	-5.2%	-2.9%	-0.1%
33	CC(=O)NC(Cc1cnc[nH]1)C(=O)O (stereo not drawn)	-7.8%	11.9	-3.4%	-2.7%	-1.4%
34	COc1ccc(C(=O)Nc2ccccc2C(=O)N2CCCCCC2)cc1	-41.1%[inhibitor]	-5.9	-10.8%	-0.3%	11.4%
35	CC(C)(C)n1nnnc1C(c1cc2ccccc2o1)N(CCC#N)Cc1ccccc1 (stereo not drawn)	x	25.4	-2.8%	u	2.6%
36	O=C(OCC(O)C(O)C(O)C(SCc1ccccc1)SCc1ccccc1)c1ccccc1 (stereo not drawn)	u	-72.4*	-20.2%	6.2%	u

no.	D3 ag	KB-V1 cytotox	MCF10A rerep	HEK293 tox
25	1.9	1.6%	1.1%	2.3%
26	-9.6	-9.4%	x	8.3%
27	-3.3	u	17.1%	-21.1%
28	-17.2	24.5%	16.2%	-2.2%
29	-7.3	-3.8%	1.7%	7.7%
30	-9.2	-26.9%	7.5%	3.1%
31	-9.6	0.0%	11.0%	-12.0%
32	-10.4	-2.2%	u	9.1%
33	-3.7	-16.0%	0.8%	4.3%
34	5.4	-6.2%	-26.4%	-1.0%
35	-3.9	u	x	-4.7%
36	-4.6	-3.5%	u	u

# Remaining list, next part
no.	Structure	SW480 rereplic	IL1B secr inh	HT1080NT lethal	KB-3-1 tox	HT1080 IDH1KD tx
37	C#CCNC(=O)C1=C[C@H](c2csc3ccccc23)C[C@H](OCCCCO)O1	-7.1%	-9.3	3.4%	2.5%	6.4%
38	COc1ccc(C/C(N)=N/OC(=O)CCc2ccccc2)cc1	-5.8%	-8.3	9.7%	0.8%	23.8%
39	O=CN1CCN(C(=O)c2ccc(-c3nc4ccccc4s3)s2)CC1	0.6%	10.8	-2.1%	-7.2%	-0.6%
40	NC(=O)CC(NC(=O)Cc1ccc(Cl)cc1)c1ccc(NC2CC3CCC2C3)c([N+](=O)[O-])c1 (stereo not drawn)	-28.7%	-7.4	-10.3%	0.0%	-9.3%

no.	D3 ag	KB-V1 cytotox	MCF10A rerep	HEK293 tox
37	7.2	-9.6%	-10.6%	-21.6%
38	8.1	3.4%	-1.4%	-0.6%
39	3.3	u	u	-6.9%
40	-8.0	2.4%	-9.8%	-13.6%
